CHO-K1 Ca ag = counter-screen for M1 agonists: effect in parental CHO-K1 cells. Fluo-8 calcium fluorescence; scaled to maximal ATP response, vehicle zero. activation, % at 3 µM. 360,000 compounds, 0.48% hits. AID 602248, 2012; in the data active = activation above about 15%;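 also: untransfected CHO-K1 host cells lacking M1 receptor as counterscreen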
V1R ag counter = agonists of human V1a receptor, primary screen, counter-screen for OXTR agonist project, fluorescence, CHO-V1R cells. Fluo-8 calcium fluorescence, agonist mode; 0% DMSO, 100% 3 nM vasopressin. activation, % at 3 µM. 320,000 compounds, 0.25% hits. AID 2797, 2010;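 active = activation above the mean activation of all tested compounds plus 3 SD, per screening run, cut at about 20% in these data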;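 also: signal is peak over basal fluorescence ratio across a 100 second FLIPR read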
Target sequence (P37288 whole entry, looked up): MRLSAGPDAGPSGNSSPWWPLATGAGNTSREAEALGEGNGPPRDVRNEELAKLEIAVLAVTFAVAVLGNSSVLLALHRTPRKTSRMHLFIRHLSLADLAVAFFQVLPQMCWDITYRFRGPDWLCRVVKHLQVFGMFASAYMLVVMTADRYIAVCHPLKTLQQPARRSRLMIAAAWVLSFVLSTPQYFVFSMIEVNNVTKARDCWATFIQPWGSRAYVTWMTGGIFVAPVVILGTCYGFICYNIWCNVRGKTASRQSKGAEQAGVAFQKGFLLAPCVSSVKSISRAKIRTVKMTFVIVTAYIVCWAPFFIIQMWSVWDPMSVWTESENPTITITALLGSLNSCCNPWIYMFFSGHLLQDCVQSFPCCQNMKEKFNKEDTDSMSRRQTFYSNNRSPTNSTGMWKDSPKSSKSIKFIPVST
OXTR potentiate = human OXTR potentiators, primary screen, fluorescence, CHO-OTR cells, Fluo-8 calcium | Oxytocin receptor (Homo sapiens), P30559 | Fluo-8 calcium fluorescence, potentiator mode; 0% = oxytocin EC15, 100% = EC100 | activation, % at 3 µM | 320,000 compounds, 0.061% hits | AID 2445, 2010;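 active = activation above that plate's cutoff, the mean activation of tested compounds plus 3 SD, cut at about 6.6% in these data, passing the limit was not always enough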;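 also: 100% uses oxytocin at 75 nM as the full agonist control; some results filed as inactive read as strong as hits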
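Material: human OTR in CHO cells. Compound: 3.0 µM, one dose. Timing: compound 6 min at room temperature before oxytocin, 100 s read. Evaluation: % activation of max/min ratio relative to oxytocin controls. Replication: single well per compound, singlicate. Signal: Fluo-8 calcium dye fluorescence.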
CHO-K1 Ca antag = nonselective inhibitor or artifact in parental CHO-K1 cells. 360,000 compounds, 0.6% hits. inhibition, % at 3 µM. ATP-induced calcium, Fluo-8 fluorescence;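 active = inhibition above a per-plate cutoff, the plate's mean sample inhibition plus 3 SD, cut at about 24% in these data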;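 also: 0% = DMSO plus EC80 ATP and 100% = DMSO alone without ATP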
OXTR agonist = human OXTR agonists, primary screen, fluorescence, CHO-OTR cells, Fluo-8 calcium. AID 2435, 2010. 320,000 compounds, 0.32% hits. Fluo-8 calcium fluorescence; normalized: DMSO 0%, oxytocin 100%. activation, % at 3 µM. Oxytocin receptor (Homo sapiens), P30559;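 active = activation above the mean of all tested compounds plus 3 SD, cutoff set per screening run, cut at about 20% in these data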;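 also: peak over basal fluorescence ratio from a 100 s FLIPR kinetic read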
TAAR1 antagonist = human TAAR1 antagonists, primary screen, Fluo-8 calcium fluorescence, CHO RD-HGA16 cells. antagonist. inhibition, % at 3 µM. 360,000 compounds, 1.5% hits. AID 624466, 2012;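 active = inhibition above a per-plate cutoff, the mean inhibition of test compounds on that plate plus 3 SD, cut at about 49% in these data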;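 also: 0% = DMSO plus EC80 beta-PEA response and 100% = DMSO alone without agonist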
Target sequence (Q96RJ0 whole entry, looked up): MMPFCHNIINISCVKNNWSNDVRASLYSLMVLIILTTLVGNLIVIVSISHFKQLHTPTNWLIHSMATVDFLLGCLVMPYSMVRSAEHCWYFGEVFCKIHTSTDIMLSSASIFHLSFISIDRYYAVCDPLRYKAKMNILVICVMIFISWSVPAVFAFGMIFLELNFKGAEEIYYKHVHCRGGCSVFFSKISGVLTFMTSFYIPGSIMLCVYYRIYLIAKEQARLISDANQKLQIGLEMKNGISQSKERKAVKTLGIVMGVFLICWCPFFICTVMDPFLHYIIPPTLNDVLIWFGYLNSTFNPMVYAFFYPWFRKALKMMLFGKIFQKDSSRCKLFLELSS
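Test system: CHO RD-HGA16 cells bearing hTAAR1 | Reagent: β-PEA, EC80 | Compound dosing: 3 µM, single point | Schedule: Dye loading 75 min at 37 °C, then 30 min room temperature | Signal: Calcium fluorescence with Fluo-8 | Evaluation: Percent inhibition of PEA-evoked calcium signal, max/basal emission ratio | Control set: DMSO-only wells and EC80 β-PEA-stimulated wells | Repeats: Singlicate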
CHO parental Ca = ATP-evoked calcium signal inhibitors, parental CHO, primary screen, counter-screen for OX1R antagonist project, cell-based, fluorescence, Fluo-8 calcium dye; parental CHO-K1, ATP-induced calcium, Fluo-8 fluorescence; inhibition, % at 5.6 µM; 330,000 compounds, 0.63% hits; AID 463079, 2010;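 active = inhibition above that plate's mean sample inhibition plus 3 SD, cut at about 26% in these data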;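 also: 0% = ATP-challenged DMSO wells and 100% = DMSO wells without ATP; some compounds past the cut are filed as inactive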
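material = parental CHO cells | also added = ATP as calcium-mobilizing challenge | dosing = single point at 5.6 µM | detection = intracellular calcium via Fluo-8 no-wash fluorescent dye | read-out = % inhibition | benchmarks = low control ATP plus DMSO, high control DMSO only | repeats = one well per compound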
GPR7 antagonist = GPR7 receptor antagonists, primary screen, cell-based, fluorescence, single concentration; Neuropeptides B/W receptor type 1 (Homo sapiens), P48145; GPR7-expressing cells, fluorescence antagonist assay; inhibition, % at 4.4 µM; 290,000 compounds, 1.1% hits; AID 1861, 2009; in the data active = inhibition above about 16%, passing the limit was not always enough;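 also: cells stimulated with the agonist NPW; 0% = agonist with vehicle and 100% = vehicle without agonist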
Target sequence (P48145 whole entry, looked up): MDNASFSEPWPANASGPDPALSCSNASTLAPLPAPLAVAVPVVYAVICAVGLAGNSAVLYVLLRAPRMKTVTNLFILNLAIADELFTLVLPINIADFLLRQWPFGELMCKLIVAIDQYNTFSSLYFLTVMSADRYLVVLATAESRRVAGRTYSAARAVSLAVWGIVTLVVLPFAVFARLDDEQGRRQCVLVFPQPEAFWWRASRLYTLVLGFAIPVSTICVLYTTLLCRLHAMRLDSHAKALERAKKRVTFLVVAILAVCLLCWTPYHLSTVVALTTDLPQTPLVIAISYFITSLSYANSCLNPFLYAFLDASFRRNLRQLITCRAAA
M1 PAM parental = nonselective calcium activators in parental CHO-K1 cells, primary screen, counter-screen for M1 PAM project, cell-based, Fluo-8 calcium fluorescence, full deck, 1536-well; AID 602247, 2012; ATP EC20; 0% at ATP EC20, 100% at ATP max; activation, % at 3 µM; 360,000 compounds, 0.02% hits;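 active = activation above the run cutoff, the mean activation of all test compounds plus 3 SD, cut at about 40% in these data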;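 also: peak over basal fluorescence ratio in a 140 s read after ATP addition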
The depositor's hits bear a star.

What do the screens show for `Cc1cccc(OCc2ccccc2)n1`?
CHO-K1 Ca ag: 1.0; CHO-K1 Ca antag: -11; TAAR1 antagonist: -14; M1 PAM parental: 18

What do the screens show for `COc1ccc(NCc2nnc(-c3ccccc3)o2)cc1`?
CHO-K1 Ca ag: 1.5; V1R ag counter: 0.7; OXTR potentiate: -8; CHO-K1 Ca antag: -14; OXTR agonist: 1.5; TAAR1 antagonist: -19; CHO parental Ca: -22; GPR7 antagonist: 0; M1 PAM parental: 9

Results for CCOC(=O)C1=C(CC)Nc2ccccc2N/C1=N\S(=O)(=O)c1cccc(C(C)=O)c1 ?
CHO-K1 Ca ag: 0.6; V1R ag counter: -0.4; OXTR potentiate: -4; CHO-K1 Ca antag: -20; OXTR agonist: -1.0; TAAR1 antagonist: 8; CHO parental Ca: -8; M1 PAM parental: 23

What do the screens show for `COc1cc(CNC2CCCC2)cc(OC)c1`?
CHO-K1 Ca ag: 0.8; V1R ag counter: 1.0; OXTR potentiate: -8; CHO-K1 Ca antag: -17; OXTR agonist: -0.8; TAAR1 antagonist: -25; CHO parental Ca: -10; GPR7 antagonist: -11; M1 PAM parental: 20

Results for C=CCOC(=O)N1CCC2CC1c1cc(-c3ccc(OC)cc3)ccc12 (stereo unspecified) ?
CHO-K1 Ca ag: 5.3; CHO-K1 Ca antag: 14; TAAR1 antagonist: 29; M1 PAM parental: -5

Results for Cc1ccc(-n2cc(CNCCn3nc(C)cc3C)c(-c3ccc(F)cc3)n2)cc1 ?
CHO-K1 Ca ag: 2.2; V1R ag counter: 2.9; OXTR potentiate: -15; CHO-K1 Ca antag: -3; OXTR agonist: 1.8; TAAR1 antagonist: -2; CHO parental Ca: -5; GPR7 antagonist: 16; M1 PAM parental: 6

What do the screens show for `COc1cccc(NC(=O)CN2C(=O)NC3(CCCc4ccccc43)C2=O)c1` (stereo unspecified)?
CHO-K1 Ca ag: 3.5; V1R ag counter: 0.4; OXTR potentiate: -6; CHO-K1 Ca antag: -21; OXTR agonist: 1.1; TAAR1 antagonist: 20; CHO parental Ca: -12; M1 PAM parental: 9

How did CC(C)CCn1c(=O)c2sccc2n2c(CCCC(=O)N3CCC(N4CCCCC4)CC3)nnc12 do in these assays?
CHO-K1 Ca ag: 0.7; V1R ag counter: 0.2; OXTR potentiate: 2; CHO-K1 Ca antag: -5; OXTR agonist: -0.2; TAAR1 antagonist: -20; CHO parental Ca: -21; GPR7 antagonist: -2; M1 PAM parental: 3

How did C/C(=N\NC(=O)CNC(=O)c1ccc(F)cc1)c1ccco1 do in these assays?
CHO-K1 Ca ag: 0.2; V1R ag counter: -0.3; OXTR potentiate: 5; CHO-K1 Ca antag: -12; OXTR agonist: -0.6; TAAR1 antagonist: -3; CHO parental Ca: -8; GPR7 antagonist: -7; M1 PAM parental: 21

How did CCOC(=O)N1CCC(N2C(=O)c3cc(C(=O)NC4CCCCC4)ccc3C2O)CC1 (stereo unspecified) do in these assays?
CHO-K1 Ca ag: -0.1; V1R ag counter: -0.5; OXTR potentiate: -3; CHO-K1 Ca antag: -17; OXTR agonist: 0.6; TAAR1 antagonist: 1; CHO parental Ca: -5; GPR7 antagonist: -4; M1 PAM parental: 20

Results for O=[N+]([O-])c1cccc(/C=N/Nc2nc(N3CCCCC3)nc(N3CCCCC3)n2)c1 ?
CHO-K1 Ca ag: 1.0; V1R ag counter: -0.3; OXTR potentiate: -4; CHO-K1 Ca antag: -17; OXTR agonist: -2.1; TAAR1 antagonist: -2; CHO parental Ca: -13; GPR7 antagonist: -12; M1 PAM parental: 19

How did CC(C)(C)C(=O)Nc1ccc(F)cc1[N+](=O)[O-] do in these assays?
CHO-K1 Ca ag: 0.5; V1R ag counter: 0.2; OXTR potentiate: -7; CHO-K1 Ca antag: -4; OXTR agonist: -0.8; TAAR1 antagonist: -21; CHO parental Ca: -13; GPR7 antagonist: -18; M1 PAM parental: -14

How did O=C(CSCC(=O)NC1CC1)Nc1ccc2ccccc2c1 do in these assays?
CHO-K1 Ca ag: 0.4; CHO-K1 Ca antag: -5; TAAR1 antagonist: -10; GPR7 antagonist: 20*; M1 PAM parental: 14

How did CCOc1ccc(C2CC(c3ccccc3C)n3ncnc3N2)cc1 (stereo unspecified) do in these assays?
CHO-K1 Ca ag: 1.3; V1R ag counter: 3.9; OXTR potentiate: -8; CHO-K1 Ca antag: -2; OXTR agonist: 3.2; TAAR1 antagonist: -9; CHO parental Ca: -4; GPR7 antagonist: 37*; M1 PAM parental: 9

Results for CC1CCN(CCNC(=O)CN(C)S(=O)(=O)c2cccc3nsnc23)CC1 ?
CHO-K1 Ca ag: 0.2; V1R ag counter: -0.5; OXTR potentiate: -16; CHO-K1 Ca antag: -8; OXTR agonist: -0.6; TAAR1 antagonist: -16; CHO parental Ca: 14; GPR7 antagonist: -2; M1 PAM parental: 15

How did COC(=O)c1ccc(CSc2nnc(NC(=O)c3cc4c(s3)CCCC4)s2)cc1 do in these assays?
CHO-K1 Ca ag: -0.1; V1R ag counter: 0.4; OXTR potentiate: -8; CHO-K1 Ca antag: -11; OXTR agonist: -0.7; TAAR1 antagonist: 0; CHO parental Ca: -11; GPR7 antagonist: -9; M1 PAM parental: 8

What do the screens show for `O=C(Nc1ccc2ccccc2n1)C1CCCCC1`?
CHO-K1 Ca ag: 0.5; V1R ag counter: -0.2; OXTR potentiate: 5; CHO-K1 Ca antag: -10; OXTR agonist: -2.7; TAAR1 antagonist: -6; CHO parental Ca: -32; GPR7 antagonist: 13; M1 PAM parental: 17

What do the screens show for `O=[N+]([O-])c1cc(C(F)(F)F)ccc1N/N=C/c1cc2ccccc2nc1Cl`?
V1R ag counter: 2.3; OXTR potentiate: -9; OXTR agonist: -0.1; CHO parental Ca: -4; GPR7 antagonist: -9

How did O=C1CC2C(CCC23OCCO3)c2ccc3ccccc3c21 (stereo unspecified) do in these assays?
CHO-K1 Ca ag: -1.0; CHO-K1 Ca antag: 0; TAAR1 antagonist: -12; M1 PAM parental: -1

Results for Cn1cnnc1SCc1ccc(C(=O)N/N=C(\CCC(=O)O)c2ccc(C(C)(C)C)cc2)cc1 ?
CHO-K1 Ca ag: 0.5; V1R ag counter: 0.6; OXTR potentiate: -7; CHO-K1 Ca antag: -4; OXTR agonist: 0.7; TAAR1 antagonist: -8; CHO parental Ca: 7; GPR7 antagonist: -2; M1 PAM parental: 20

What do the screens show for `CC1(Cc2ccc(Cl)c(Cl)c2)C(=O)Nc2ccc(S(=O)(=O)NC3CCCCC3)cc21` (stereo unspecified)?
CHO-K1 Ca ag: 0.7; CHO-K1 Ca antag: -9; TAAR1 antagonist: 29; M1 PAM parental: 15

What do the screens show for `CC1CC(C)CN(CCOCCSc2ccccc2)C1` (stereo unspecified)?
CHO-K1 Ca ag: 0.7; V1R ag counter: 1.8; OXTR potentiate: -4; CHO-K1 Ca antag: 6; OXTR agonist: 1.1; TAAR1 antagonist: 6; CHO parental Ca: -8; GPR7 antagonist: 8; M1 PAM parental: 9

Results for CCc1ccc(C(=O)N/N=C/c2cccc3ccccc23)nc1 ?
CHO-K1 Ca ag: 1.3; V1R ag counter: -1.0; OXTR potentiate: 2; CHO-K1 Ca antag: -6; OXTR agonist: -1.9; TAAR1 antagonist: 0; CHO parental Ca: -14; GPR7 antagonist: -1; M1 PAM parental: 20

Results for CC(C)C1=C2CCCCC2NC(=O)N1 (stereo unspecified) ?
CHO-K1 Ca ag: 0.3; V1R ag counter: -0.3; OXTR potentiate: 9; CHO-K1 Ca antag: -8; OXTR agonist: -0.2; TAAR1 antagonist: 8; CHO parental Ca: 2; GPR7 antagonist: -10; M1 PAM parental: -1

Results for CCCCNC(=O)c1nc(C2CCN(S(=O)(=O)c3csc(C(=O)O)c3)CC2)oc1-c1ccccc1 ?
CHO-K1 Ca ag: -0.3; CHO-K1 Ca antag: -15; TAAR1 antagonist: -20; M1 PAM parental: 3

What do the screens show for `CCc1ccc(CCC(=O)N2CCN(S(=O)(=O)c3sc(C(=O)O)c(C)c3C(=O)O)CC2)cc1`?
CHO-K1 Ca ag: 0.4; CHO-K1 Ca antag: -15; TAAR1 antagonist: -14; M1 PAM parental: 10

Results for CN1CCC(C)(C(=O)Nc2cccc(Oc3ccccc3)c2)C1 (stereo unspecified) ?
CHO-K1 Ca ag: 0.5; CHO-K1 Ca antag: -10; TAAR1 antagonist: -17; M1 PAM parental: -3

Results for Cc1nn(C(=O)c2cccs2)c(C)c1CN1C(=O)c2ccccc2C1=O ?
CHO-K1 Ca ag: 0.1; V1R ag counter: -0.2; OXTR potentiate: -2; CHO-K1 Ca antag: -20; OXTR agonist: 0.0; TAAR1 antagonist: 8; CHO parental Ca: -3; GPR7 antagonist: -8; M1 PAM parental: 8

How did O=C(N/N=C/c1ccc(Br)o1)c1cccnc1 do in these assays?
CHO-K1 Ca ag: 1.7; V1R ag counter: 1.1; OXTR potentiate: -2; CHO-K1 Ca antag: -9; OXTR agonist: -1.2; TAAR1 antagonist: 17; CHO parental Ca: 4; GPR7 antagonist: -10; M1 PAM parental: 22

What do the screens show for `CC(=O)Nc1ccc(N2C(=O)C3C4CC(=O)C(c5ccccc54)C3C2=O)cc1` (stereo unspecified)?
CHO-K1 Ca ag: 0.4; V1R ag counter: 1.2; OXTR potentiate: -6; CHO-K1 Ca antag: -6; OXTR agonist: -0.2; TAAR1 antagonist: 15; CHO parental Ca: 9; GPR7 antagonist: 6; M1 PAM parental: 11

What do the screens show for `Cc1ccc(C2=NN(C(=O)CCCC(=O)O)C(c3ccco3)C2)cc1` (stereo unspecified)?
CHO-K1 Ca ag: -0.2; V1R ag counter: 0.0; OXTR potentiate: -2; CHO-K1 Ca antag: -14; OXTR agonist: -0.1; TAAR1 antagonist: 15; CHO parental Ca: -6; GPR7 antagonist: -5; M1 PAM parental: 12

How did Cc1ccccc1-c1nc2cc(Cl)ccc2o1 do in these assays?
CHO-K1 Ca ag: 0.5; V1R ag counter: 1.5; OXTR potentiate: -8; CHO-K1 Ca antag: -18; OXTR agonist: 1.2; TAAR1 antagonist: 0; CHO parental Ca: -6; GPR7 antagonist: -3; M1 PAM parental: -12

Source: PubChem BioAssay
